High-throughput results as filed in PubChem BioAssay.
ATXN2 expr inh – Primary qHTS for Inhibitors of ATXN expression. HEK-293 ATXN2-luciferase reporter, luminescence, 24 h. Potency, µM (doses to about 57 µM), without a hit: top-dose activity change, negative = inhibition, hits mostly inhibitors. actives 0.72% (n = 360,000); note: % is set by controls: 0 for no effect and ±100 for the full control effect; nearly all actives have a fitted effect of over 55% in size
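qHTS (up to 57 uM final) was run with 24 h compound exposure of reporter cells at 37 °C. Each well was multiplexed: SteadyGlo luminescence measured ATXN2-luciferase expression after a fluorogenic Gly-Phe-AFC viability readout (25 uM final).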
MCF10A rereplic – A quantitative high throughput screen for small molecules that induce DNA re-replication in MCF 10a normal breast cells. MCF 10A DNA re-replication, Hoechst nuclear intensity, 48 h. Potency, µM (top dose mostly 46.1 µM), without a hit: at the highest dose activity, positive = re-replication, actives largely listed as activators. actives 2.9% (n = 350,000); note: % of control where 0% means no effect; nearly all actives have a fitted effect of over 50% in size
Nrf2 ARE act – qHTS of Nrf2 Activators; AID 624171, 2012; actives 0.31% (n = 410,000); AREc32 ARE-luciferase reporter (MCF7-derived line), luminescence, 24 h; Potency, µM (highest dose often 46.1 µM), without a hit: at the top dose activation, most hits filed as activators; note: % of control where 0% means no effect; nearly all actives have a fitted effect of over 65% in size
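Reporter line AREc32 (ARE-Fluc), seeded overnight in OPTI-MEM with 5% FBS; compound pin-transferred, 24 hr at 37 deg C, 5% CO2; luminescent read-out.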
TGFb inhibitor – qHTS for Inhibitors of TGF-b; HepG2 CAGA-GFP TGF-b/SMAD3 reporter, GFP fluorescence, 18 h; TGF-beta stimulated, 500 pg/mL final; Potency, µM (doses to about 46.1 µM), without a hit: at the highest dose activity, negative = inhibition, hits mostly inhibitors; actives 1.2% (n = 410,000); AID 588855, 2011; note: % is set by controls: 0 for no effect and ±100 for the full control effect; nearly all actives have a fitted effect of over 65% in size
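Inhibition was scored as loss of TGF-beta-induced (500 pg/mL final, 18 hours, 37 degrees C) GFP in HEPG2 cells carrying a CAGA-GFP reporter, in DMEM with 1% FBS. Well GFP was summed per cell; Activity was normalised to unstimulated and stimulated DMSO wells, then concentration-response fitting.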
HepG2 viability – qHTS for Inhibitors of TGF-b: Cytotox Counterscreen; HepG2 CAGA-GFP viability, ATP luminescence, 18 h; Potency, µM (highest dose often 46.1 µM), inactives show at the highest dose activity change, negative = cytotoxicity, usual class: cytotoxic; actives 0.76% (n = 410,000); AID 588856, 2011; note: some results filed as inactive show a strong effect at the top dose
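HepG2 CAGA-GFP cells (1000/well, DMEM with 1% FBS) received compound, then TGF-beta at 500 pg/mL final, and were incubated 18 hours at 37 degrees C. Viability was read by CellTiter-Glo luminescence. Media-only wells were set as complete cell-killing and DMSO as no toxicity.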
S2 tox – Viability Counterscreen for Primary qHTS for Inhibitors of ATXN expression; S2 cells (HEK-293 line with an ATXN2-luciferase reporter) viability, CellTiter-Fluor protease fluorescence, 24 h; Potency, µM (top dose mostly 56.7 µM), usual class: cytotoxic; actives 0.49% (n = 400,000); AID 651635, 2014; note: nearly all actives have a fitted effect of over 40% in size
Nrf2 inh – Nrf2 qHTS screen for inhibitors | A549 ARE-Fluc reporter, luciferase luminescence, 18-24 h | Potency, µM (doses to about 46 µM), inactives show at the top dose activity change, negative = inhibition, actives largely listed as inhibitors | actives 2.1% (n = 360,000); note: % is set by controls: 0 for no effect and ±100 for the full control effect; nearly all actives have a fitted effect of over 60% in size
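Two sequential reads on A549 ARE_Fluc cells exposed to compound for 18-24 h: a CellTiter-Fluor fluorescence read for viability, then a luciferase luminescence read for Nrf2/ARE activity.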
A549 viability – Nrf2 qHTS screen for inhibitors: counterscreen for cytotoxicity. Potency, µM (doses to about 46 µM), inactives show at the top dose activity change, negative = cytotoxicity, hits mostly inhibitors. A549 ARE-Fluc cells, CellTiter-Fluor viability, 18-24 h. actives 0.16% (n = 390,000); note: % is set by controls: 0 for no effect and ±100 for the full control effect
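A549 ARE-Fluc cells in 5% FBS OPTI-MEM, 5000 cells/well, rested 2 h then exposed to compounds in concentration-response for 18-24 h at 37 °C. Viability by CellTiter-Fluor fluorescence (Ex 405/Em 525) after 30 min; luciferase luminescence (BugLite, 15 min, RT) read afterwards.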
EPAC2 antagonist – qHTS for Antagonist of cAMP-regulated guanine nucleotide exchange factor 2 (EPAC2): primary screen. EPAC2 GEF exchange of Rap1B-BODIPY-GDP, fluorescence. Potency, µM (series often up to 114 µM), without a hit: at the highest dose activity, negative = inhibition, actives largely listed as inhibitors. Rap guanine nucleotide exchange factor 4 (Homo sapiens), Q8WZA2. actives 0.18% (n = 360,000); note: % is set by controls: 0 for no effect and ±100 for the full control effect; nearly all actives have a fitted effect of over 45% in size; many of its hits are not listed in these tables
Target sequence (Q8WZA2 whole entry, looked up): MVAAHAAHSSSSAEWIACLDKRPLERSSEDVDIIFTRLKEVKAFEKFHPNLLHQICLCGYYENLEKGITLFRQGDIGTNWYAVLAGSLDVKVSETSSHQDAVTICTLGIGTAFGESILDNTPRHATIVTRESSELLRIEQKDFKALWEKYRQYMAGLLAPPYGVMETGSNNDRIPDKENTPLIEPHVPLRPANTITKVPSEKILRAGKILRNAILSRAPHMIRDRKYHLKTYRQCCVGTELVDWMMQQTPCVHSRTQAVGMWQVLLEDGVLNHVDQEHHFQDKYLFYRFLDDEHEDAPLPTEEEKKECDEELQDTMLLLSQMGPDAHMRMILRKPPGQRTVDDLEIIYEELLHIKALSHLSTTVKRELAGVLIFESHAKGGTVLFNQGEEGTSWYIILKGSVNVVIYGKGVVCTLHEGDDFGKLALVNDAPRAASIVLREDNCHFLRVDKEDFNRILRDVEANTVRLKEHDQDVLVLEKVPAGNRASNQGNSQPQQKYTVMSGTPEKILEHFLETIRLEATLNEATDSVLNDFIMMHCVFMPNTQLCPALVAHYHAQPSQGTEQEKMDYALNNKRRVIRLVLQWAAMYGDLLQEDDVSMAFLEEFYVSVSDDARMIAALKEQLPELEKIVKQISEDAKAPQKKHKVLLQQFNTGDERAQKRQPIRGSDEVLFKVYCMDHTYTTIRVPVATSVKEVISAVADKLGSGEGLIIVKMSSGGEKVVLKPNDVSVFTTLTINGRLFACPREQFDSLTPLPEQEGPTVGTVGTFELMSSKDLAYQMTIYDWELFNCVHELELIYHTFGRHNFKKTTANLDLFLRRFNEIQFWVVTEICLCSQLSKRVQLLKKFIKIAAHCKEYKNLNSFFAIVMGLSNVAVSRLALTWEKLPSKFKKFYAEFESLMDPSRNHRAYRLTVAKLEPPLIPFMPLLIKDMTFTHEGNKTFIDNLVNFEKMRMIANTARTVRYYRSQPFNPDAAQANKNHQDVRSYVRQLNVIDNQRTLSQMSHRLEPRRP
Numbers without * were called inactive; i = inactive; ? = inconclusive; · = not tested or not shown; & = joins results of further samples; [ ] = another dose, or the depositor's remark. Calls come from the whole dose curve; as a rule, active = well fitted curve in the direction sought with a large enough effect; inconclusive = small, poorly fitted or top-dose-only effect, or another doubt; inactive = no such curve, though single readings can be large; an effect the other way counts as inactive or inconclusive. Potency is the fitted concentration of half-maximal effect.

SMILES	ATXN2 expr inh	MCF10A rereplic	Nrf2 ARE act	TGFb inhibitor	HepG2 viability	S2 tox	Nrf2 inh	A549 viability	EPAC2 antagonist
O=C(CC1NCCNC1=O)OCCCc1ccccc1 (stereo not drawn)	18.8%	3.1%	0.0%	16.4%	0.5%	i	10.3%	-1.3%	1.9%
CCNc1nc(NCC)n2c(SCC(=O)Nc3ccc(CC)cc3)nnc2n1	-5.1%	9.7%	2.8%	1.8%	0.5%	i	4.9%	-7.3%	-7.0%
c1ccc2[nH]c(-c3cnco3)cc2c1	-22.0%	16.2%	2.5%	-11.2%	-26.9%	?	-9.3%	0.9%	-9.3%
CCCCC(=O)Nc1ccc(NC(=O)c2ccc([N+](=O)[O-])cc2Cl)cc1OC	26.0%	0.0%	0.0%[9.22 µM]	-5.3%	-1.5%	i	?	16.2%	11.6%
C=CCNC(=O)c1onc(CSc2ccc(F)cc2)c1C(=O)NCCOC	-1.3%	-19.8%	-1.1%	?	1.9%	i	-14.1%	0.2%	-11.6%
CN(C)S(=O)(=O)c1ccc(C(=O)OCC(=O)NCc2ccccc2)cc1	-9.5%	1.4%	0.0%	-11.7%	-25.4%	i	27.8%	-1.8%	-2.9%
O=C(NCc1ccc(F)cc1F)[C@@H]1CCCN1C(=O)[C@@H]1CCCN1C(=O)c1cccs1	-5.9%	·	-0.5%	·	·	i	·	·	8.6%
Cc1cccc(NC(=O)CNC(=O)CCc2nc3sc4c(c3c(=O)[nH]2)CCCC4)c1C	0.8%	-5.2%	0.4%	-1.4%	7.9%	i	-6.0%	0.8%	9.6%
CCN(CC)c1ccc(NC(=O)C2CCC(CNc3c(N4CCCC4)c(=O)c3=O)CC2)c(C)c1 (stereo not drawn)	·	0.2%	-0.8%	-2.0%	14.9%	i	?	?	-1.3%
CCN(CC(=O)Nc1c(F)cccc1F)C(=O)c1ccc(S(=O)(=O)N2CCC(C)CC2)cc1	0.2%	-1.2%	-0.4%	?	-21.5%	i	-13.3%	-8.4%	-0.4%
COc1ccc([C@@H]2CC=C(C(=O)O)[C@H](c3ccc(C(C)(C)C)cc3)N2S(=O)(=O)c2ccc(C)cc2)cc1OC	-4.9%	?	2.6%	-3.1%	-14.5%	i	?	-16.7%	-18.4%
CCc1ccc(/C=C2/SC(=S)N(CCC(=O)Nc3cccnc3)C2=O)cc1	-25.4%	-1.2%	-1.9%	-2.0%	0.1%	i	-0.6%	1.4%	0.3%
COc1ccccc1CNC(=O)C1CCN(c2nc3ccc(Cl)cc3[nH]2)CC1	·	·	6.8%	0.0%	-31.3%	·	·	0.1%	·
COC(=O)C1=C(C)NC(C)=C(C(=O)OCC2CCCO2)C1c1cccc(Br)c1 (stereo not drawn)	6.4%	?	1.1%	8.1%	-9.3%	i	-25.7%	0.0%	-19.7%
O=C(NN1C(=O)c2ccccc2NC1c1ccco1)c1ccccc1 (stereo not drawn)	15.5%	-1.6%	0.5%	5.7%	15.0%	i	11.8%	-0.6%	-8.3%
CCOc1ccc(N2CC(C(=O)NCCC3=CCCCC3)CC2=O)cc1 (stereo not drawn)	-2.3%	1.0%	-0.5%	-1.3%	-15.7%	i	6.1%	-1.1%[1.84 µM]	6.2%
COc1cc(/C=N/N=C2\CC3CCC2(C)C3(C)C)ccc1O (stereo not drawn)	-9.0%	?	-0.6%	-3.0%	-19.3%	i	-13.2%	-16.0%	-4.3%
COc1ccc(CCN(C)C(=O)c2ccc(S(=O)(=O)Nc3ccccc3F)cc2)cc1OC	-5.8%	7.8%	0.0%	4.1%	3.3%	i	-1.7%	-4.4%	-2.4%
O=C(Cn1c(=O)n(Cc2ccco2)c(=O)c2ccccc21)Nc1cccc(Cl)c1	?	-1.2%	0.4%	10µM*	-84.2%	?	?	-16.5%	1.7%
O=S(=O)(c1ccccc1F)N(Cc1ccco1)Cc1nnc(-c2ccccc2Br)o1	-8.5%	13.7%	9.1%	-13.7%	-0.1%	?	?	-11.5%	8.1%
NCCc1nnc(SCC(=O)c2ccc(Cl)cc2)o1	-22.8%	0.4%	-0.6%	23.5%	3.9%	i	2.6%	-2.0%	3.1%
O=C(c1cccc(S(=O)(=O)N2CCOCC2)c1)N1CCN(C/C=C/c2ccccc2)CC1	-7.0%	?	-0.2%	-4.5%	-9.0%	i	?	-8.4%	14.6%
COc1ccc(CNC(=O)Oc2ccccc2)cc1Cl	16.6%	18.8%	0.3%	15.9%	4.9%	i	15.6%	-5.9%	2.9%
CC(=O)NNc1nc(-c2ccc(NC(C)=O)cc2)cs1	2.0%	0.3%	0.4%	-3.2%	-4.1%	i	13.5%	5.8%	1.8%
O=C(Nc1nc(-c2ccccc2)c(-c2ccccc2)s1)c1ccc(S(=O)(=O)N2CCCC2)cc1	6.7%	6.6%	0.2%	-1.1%	-4.2%	i	-8.3%	-15.1%	8.7%
O=C1C2ON(c3ccccc3)C(c3cccnc3)C2C(=O)N1Cc1ccccc1 (stereo not drawn)	-5.9%	420.6%[0.0737 µM]	0.3%	-9.7%	3.1%	i	0.8%	-13.6%	9.5%
CC(C)NS(=O)(=O)c1ccc(OCC(=O)Nc2cccc(F)c2)cc1	32.1%	5.9%	0.2%	6.4%	5.2%	?	-26.8%	1.2%	-0.2%
O=C(N1CCOCC1)C1(c2ccc(Cl)cc2)CCCC1	8.5%	-4.3%	-0.6%	0.0%	3.0%	?	-6.6%	-2.8%	-13.4%
CCOc1ccc(NC(=O)CSc2oc(-c3ccccc3)nc2S(=O)(=O)c2ccc(Cl)cc2)cc1	·	·	0.6%	-21.5%	-4.4%	·	7.5%[9.27 µM]	6.7%	·
CC(C)CCN(C(=O)CNC(=O)c1ccco1)C(C(=O)NC1CCCCC1)c1ccco1 (stereo not drawn)	2.6%	?	-0.8%	-24.7%	-17.5%	i	?	-12.7%	0.3%
COc1ccccc1-c1nnc(SCC(=O)N2CCC(C)CC2)o1	10.1%	15.5%	5.4%	23.4%	7.7%	i	·	-4.0%	2.9%
CCOC(=O)c1cnc2c(C#N)c(C)nn2c1-c1ccccc1	19.1%	4.2%	1.0%	-1.4%	-2.2%	i	12.1%	-4.7%	0.4%
Cc1[nH]c2ccccc2c1CN1CCC(Cc2ccccc2)CC1	-29.1%	21.2%	22.4%	?	-92.4%	i	-2.7%	3.2%	19.7%
Cn1c(N)c(C(=O)COC(=O)c2ncc(Cl)c(Cl)c2Cl)c(=O)n(C)c1=O	-13.3%	0.2%	?	17.2%	-0.1%	i	9.6%	2.4%	-0.1%
CCOc1cc(/C=N/Nc2cc(C)nc(-n3nc(C)cc3C)n2)ccc1O	1.26µM*	?	8.7%	?	-37.4%	?	?	-18.0%	-2.4%
COc1cccc(NC(=O)NCc2ccccc2F)c1	32.7%	7.5%	-0.8%	3.7%	2.4%	i	19.0%	1.5%	0.4%
O=C(CSCc1ccc(Br)cc1)NC1CC1	24.3%	-26.9%	0.4%	-1.8%	-9.5%	i	3.7%	0.2%	3.0%
O=C(Cn1ncc2c(=O)oc3ccccc3c21)NCCCN1CCCC1=O	-7.2%	11.9%	-1.0%	1.8%	0.6%	i	4.7%	-5.3%	5.4%
O=c1c2ccccc2nc(-c2ccccc2)n1Cc1ccco1	1.6%	15.5%	3.0%	0.6%	-13.2%	i	?	-15.2%	-0.2%
CCC(C)[C@H]1COCCS(=O)(=O)N1Cc1ccc(Br)cc1 (stereo partly drawn)	-7.5%	-15.8%	0.3%	-3.6%&-9.0%	-18.6%&-10.7%	i	-2.8%	-1.1%	?
Cc1ccc2c(c1)[nH]c1c(N3CCN(Cc4ccccc4)CC3)ncnc12	8.91µM*	?	-1.6%	11.2µM*	-70.1%	·	8.2µM*	?	-17.9%
COc1cccc(CN2CCNC(=O)C2CC(=O)NCCc2cccc(C)n2)c1OC (stereo not drawn)	·	-3.8%	-0.8%	19.2%	21.5%	i	-6.3%	-8.2%	-1.0%[57.1 µM]
O=C(c1ccco1)N1CCN(S(=O)(=O)c2cccc(Cl)c2)CC1	-26.9%	0.9%	0.3%	-13.5%	0.7%	i	-23.7%	3.2%	-28.9%
CN(C)S(=O)(=O)c1ccc(Cl)c(NC(=O)CN2C(=O)NC(C)(C3CC3)C2=O)c1 (stereo not drawn)	·	?	0.2%	-6.8%	-11.8%	?	?	-6.6%	6.1%
CC(C)NC(=S)N/N=C/c1c[nH]c2ccccc12	29.0%	-0.2%	8.9%	-6.1%	-38.4%	i	20.1%	-3.1%	-13.8%
N#CC1=C2C=Cc3ccccc3N2CCCC1=O	52.0%[activator]	12.4%	3.0%	-3.4%	-32.8%	i	?	-11.4%	-3.0%
CCOC(=O)c1ccc(Nc2cc(C)nc(C)c2C(=O)OCC)cc1	-22.1%	?	-1.0%	-4.9%	-31.7%	i	6.3%	-2.6%	-4.5%
CC1(C)CC(=O)C2=C(C1)NC(=O)CC2c1ccc(F)cc1 (stereo not drawn)	-5.1%	5.5%	0.2%	19.4%	13.1%	i	·	-1.7%	-1.5%
O=C(c1cccc(Cl)c1)n1nc(-c2ccco2)nc1NCc1cccs1	19.6%	·	0.8%	-24.8%	-105.7%	i	7.8%	0.0%	·

Some of these compounds in order of the EPAC2 antagonist value, lowest first:
Compound	EPAC2 antagonist
CCOC(=O)c1ccc(Nc2cc(C)nc(C)c2C(=O)OCC)cc1	-4.5%
O=c1c2ccccc2nc(-c2ccccc2)n1Cc1ccco1	-0.2%
O=C(CSCc1ccc(Br)cc1)NC1CC1	3.0%

An excerpt; count on the stated rates, not on these rows.
